Screening results deposited in PubChem BioAssay by several laboratories.
hcDAF12 agonist: H. contortus DAF-12 nuclear receptor activators, primary screen, cell-based, luminescence, HEK293, lit1-tk-luc reporter | AID 652067, 2013 | 370,000 tested, 1.4% active | activation, % at 6.8 µM | HEK293 hcDAF-12 lit1-tk-luc reporter; 0% DMSO, 100% Δ7-dafachronic acid;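 active = activation above the mean of all tested compounds plus 3 SD, cut at about 5.5% in these data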;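 also: 100% = response to 3 µM Δ7-dafachronic acid high control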
ADAM10 inh: human ADAM10 inhibitors, primary screen, biochemical, QFRET, HTS | recombinant ADAM10, EDANS/DABCYL FRET peptide cleavage, 3 h | AID 720582, 2013 | inhibition, % at 7 µM | 370,000 tested, 0.62% active;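 active = inhibition above a per-campaign cutoff equal to the mean of compounds falling between control-based bounds plus 3 SD, cut at about 20% in these data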;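 also: 0% = DMSO wells while the 100% control is not disclosed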
Target sequence (O14672 214-748 limits assumed): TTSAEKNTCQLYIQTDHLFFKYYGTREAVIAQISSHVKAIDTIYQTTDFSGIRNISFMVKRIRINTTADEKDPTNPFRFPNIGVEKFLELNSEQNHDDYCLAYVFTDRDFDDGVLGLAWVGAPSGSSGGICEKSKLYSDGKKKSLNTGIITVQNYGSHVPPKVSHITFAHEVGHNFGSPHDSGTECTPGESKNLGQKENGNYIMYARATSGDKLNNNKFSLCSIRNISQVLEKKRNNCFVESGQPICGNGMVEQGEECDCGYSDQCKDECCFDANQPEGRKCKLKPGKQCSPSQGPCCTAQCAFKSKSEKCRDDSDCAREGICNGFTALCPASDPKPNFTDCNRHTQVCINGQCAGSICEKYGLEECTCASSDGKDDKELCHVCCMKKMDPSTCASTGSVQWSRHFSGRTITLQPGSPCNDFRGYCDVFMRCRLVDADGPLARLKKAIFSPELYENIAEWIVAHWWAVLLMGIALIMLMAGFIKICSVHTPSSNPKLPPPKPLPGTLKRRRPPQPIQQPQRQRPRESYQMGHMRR
FXN GAA850 act: FXN promoter activators, primary screen, cell-based, luciferase luminescence, HEK293 lucGAA850 | 360,000 tested, 0.56% active | AID 540364, 2011 | HEK293 lucGAA850 FXN promoter luciferase reporter, 24 h; percent of 10 µM SAHA response | activation, % at 6 µM;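 active = activation above the average of all compounds screened plus 3 SD, cutoff fixed separately per campaign, cut at about 7.5% in these data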;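 also: 0% = DMSO wells and 100% = 10 µM SAHA wells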
ADAM17 inh: ADAM17 inhibitors, primary screen, biochemical, QFRET; Disintegrin and metalloproteinase domain-containing protein 17 (Homo sapiens), P78536; recombinant ADAM17, EDANS/DABCYL FRET peptide cleavage; inhibition, % at 6.95 µM; 370,000 tested, 0.83% active;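 active = inhibition above the mean of compounds lying between control limits plus 3 SD, set per campaign, cut at about 8.5% in these data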;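 also: 0% = DMSO-only wells as the low control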
hgDAF12 agonist: H. glycines DAF-12 receptor agonists, primary screen, cell-based, luminescence, HEK293, GAL4 fusion, UAS-luciferase; activation, % at 6.8 µM; 370,000 tested, 1.8% active; Nuclear hormone receptor DAF-12 (Heterodera glycines), GAL4 fusion; AID 687014, 2013; HEK293 GAL4-hgDAF12 UAS-luciferase reporter, agonist luminescence; normalized to butyrate control;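 active = activation above a cutoff set at the mean of all screened compounds plus 3 SD, cut at about 10% in these data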;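 also: 0% = DMSO wells and 100% = sodium butyrate wells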
GC-A act: GC-A stimulated cGMP production enhancers – HEK293 GC-A cells, cGMP TR-FRET, EC30 ANP, primary screen | 0% at EC30 ANP, 100% saturating ANP | Atrial natriuretic peptide receptor 1 (Homo sapiens), P16066 | AID 1671463, 2021 | activation, % at 10 µM | 370,000 tested, 0.14% active; in the data active = activation above about 40%
DAX1 inh-1: DAX1 (NR0B1) inhibitors on StAR promoter, primary screen, cell-based, luminescence, SF-1 (NR5A1), full-length DAX-1 | inhibition, % at 6.8 µM | HEK293T StAR-luciferase reporter, SF-1/DAX-1 repression relief | 370,000 tested, 1.1% active | AID 652010, 2013;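 active = inhibition above the mean over all tested compounds plus 3 SD, cut at about 3.6% in these data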;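 also: 0% = DAX-1 cells with DMSO and 100% = cells lacking DAX-1 with DMSO; higher inhibition means more luminescence from relief of DAX-1 repression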
SMARCA2 act: SMARCA2 (BRM) function activators, primary screen, cell-based, luminescence, high throughput; AID 652017, 2013; 370,000 tested, 1% active; MG213 cells, MMTV-luciferase reporter, dexamethasone, overnight; activation, % at 9.1 µM; in the data active = activation above about 7.8%;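 also: 0% = vehicle wells and 100% = reference activator wells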
ssDAF12 agonist: S. stercoralis DAF-12 nuclear receptor activators, primary screen, cell-based, luminescence, HEK293, GRIP1 co-expression, lit1-tk-luc; Nuclear hormone receptor DAF-12 (Strongyloides stercoralis); HEK293 ssDAF-12/GRIP1 lit1-tk-luc reporter; % of 3 µM dafachronic acid response; activation, % at 6.8 µM; 370,000 tested, 1% active; AID 652126, 2013;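 active = activation above the mean over all tested compounds plus 3 SD, cut at about 0.9% in these data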;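 also: 0% = DMSO-only wells and 100% = 3 µM delta7-dafachronic acid wells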
DAX1 inh-2: DAX1 (NR0B1) inhibitors, primary screen, cell-based, HEK293, Gal4-DAX1, luciferase luminescence; Nuclear receptor subfamily 0 group B member 1 (Homo sapiens), P51843; HEK293 Gal4-DAX1 luciferase reporter; inhibition, % at 6.75 µM; 340,000 tested, 0.99% active; AID 504766, 2011;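 active = inhibition above the mean over all tested compounds plus 3 SD, cut at about 4.2% in these data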;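 also: 0% = DAX1-transfected cells with DMSO and 100% = empty-vector control cells with DMSO; inhibition shows as a rise in luminescence from relieved DAX1 repression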
Target sequence (P51843 207-470 limits assumed): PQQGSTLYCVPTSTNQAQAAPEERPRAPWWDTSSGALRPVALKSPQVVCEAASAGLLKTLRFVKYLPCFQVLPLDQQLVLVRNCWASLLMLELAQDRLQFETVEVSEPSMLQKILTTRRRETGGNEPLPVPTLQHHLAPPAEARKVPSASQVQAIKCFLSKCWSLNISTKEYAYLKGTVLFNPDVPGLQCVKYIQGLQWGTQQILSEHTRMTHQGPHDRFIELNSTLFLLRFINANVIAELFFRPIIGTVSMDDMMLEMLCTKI
PG9 binder: binders of HIV-1 gp120 antibody PG9, primary screen, biochemical, TR-FRET; TR-FRET gp120-PG9 antibody binding; 360,000 tested, 0.43% active; inhibition, % at 6.7 µM; HIV-1 gp120 / PG9 antibody interaction; AID 624416, 2012; in the data active = inhibition above about 8.5%
An asterisk follows results filed as active; · = not tested or not shown. Hits appear at their usual frequency (roughly 6.8% active in at least one column).

SMILES | hcDAF12 agonist | ADAM10 inh | FXN GAA850 act | ADAM17 inh | hgDAF12 agonist | GC-A act | DAX1 inh-1 | SMARCA2 act | ssDAF12 agonist | DAX1 inh-2 | PG9 binder
CN1CCN(C2=NC(=O)/C(=C/c3cn[nH]c3-c3ccccc3)S2)CC1 | -0.5 | -14 | -0.9 | -1 | -1.2 | -4 | -0.2 | 1 | -1.1 | -1.0 | -2.8
CCN(CC)CCNCc1cc(Cl)c(OCC(=O)Nc2ccccc2)c(OC)c1 | -0.1 | -10 | 0.0 | -5 | -2.8 | 2 | 0.2 | -5 | -2.1 | 1.2 | 2.1
O=C(CC12CC3CC(CC(Br)(C3)C1)C2)NC1CCCC1 | 3.6 | -8 | 1.9 | -11 | -0.2 | 4 | 0.4 | -3 | -0.7 | 0.1 | 0.5
CC(=O)N1c2c(cc(Br)cc2S(=O)(=O)N2CCN(c3ccccn3)CC2)CC1C (centres undefined) | -1.7 | -10 | 2.4 | 3 | -1.9 | -4 | -0.2 | 1 | -1.1 | 0.5 | -2.2
COc1cccc(NC(=O)CNC(=O)c2ccc([N+](=O)[O-])cc2)c1 | -1.2 | 1 | 1.1 | -3 | -0.3 | 1 | 0.3 | 3 | -0.8 | -0.9 | 0.7
CCS(=O)(=O)N1CCN(C(=O)c2cc(OC)cc(OC)c2)CC1 | 2.4 | -4 | 2.5 | 6 | 1.3 | -1 | 1.3 | 6 | -1.4 | 0.3 | 1.0
CCc1nnc(NC(=O)Cc2ccc(OCc3c(C)noc3C)cc2)s1 | -0.9 | 2 | 0.5 | -3 | -0.8 | -1 | -0.1 | -2 | -1.0 | -0.4 | 19*
CCC(=O)N(Cc1ccccc1)c1ccccn1 | 2.2 | -4 | -0.2 | -1 | -1.8 | 3 | -0.1 | -4 | -1.4 | -0.2 | 0.1
O=C(NCCNC(=O)c1ccc(Cl)cc1Cl)c1ccco1 | 0.1 | 6 | 1.6 | 0 | -0.2 | 0 | -0.2 | 2 | -1.3 | 3.6 | -0.6
CSc1nc(N(C)NC(=O)c2ccccc2)c2ccccc2n1 | -1.8 | -1 | -0.9 | -2 | 0.5 | -3 | -0.4 | 1 | -1.2 | 0.2 | 2.0

A few values from the results shown.
O=C(NCCNC(=O)c1ccc(Cl)cc1Cl)c1ccco1 in DAX1 inh-2: 3.6
O=C(CC12CC3CC(CC(Br)(C3)C1)C2)NC1CCCC1 in ADAM10 inh: -8

Reprinted from the listing, three compounds:
SMILES | hcDAF12 agonist | ADAM10 inh | FXN GAA850 act | ADAM17 inh | hgDAF12 agonist | GC-A act | DAX1 inh-1 | SMARCA2 act | ssDAF12 agonist | DAX1 inh-2 | PG9 binder
CCC(=O)N(Cc1ccccc1)c1ccccn1 | 2.2 | -4 | -0.2 | -1 | -1.8 | 3 | -0.1 | -4 | -1.4 | -0.2 | 0.1
O=C(NCCNC(=O)c1ccc(Cl)cc1Cl)c1ccco1 | 0.1 | 6 | 1.6 | 0 | -0.2 | 0 | -0.2 | 2 | -1.3 | 3.6 | -0.6
CSc1nc(N(C)NC(=O)c2ccccc2)c2ccccc2n1 | -1.8 | -1 | -0.9 | -2 | 0.5 | -3 | -0.4 | 1 | -1.2 | 0.2 | 2.0

Additional results:
SMILES | hcDAF12 agonist | ADAM10 inh | FXN GAA850 act | ADAM17 inh | hgDAF12 agonist | GC-A act | DAX1 inh-1 | SMARCA2 act | ssDAF12 agonist | DAX1 inh-2 | PG9 binder
O=C(CSc1nc2ccccc2c(=O)n1-c1ccccc1Cl)NC1CCS(=O)(=O)C1 (centres undefined) | -0.2 | -2 | 0.5 | -2 | 1.3 | -2 | -0.3 | 0 | -1.4 | 0.2 | -1.1
Cc1ccc(C(=O)NCc2ccccc2F)cc1S(=O)(=O)N1CCCC1 | -2.2 | 0 | 1.5 | 0 | 0.2 | -1 | -0.1 | -1 | -0.9 | 1.1 | 1.0
CN(C)/C=C/C(=O)/C=C/c1ccc(Cl)cc1Cl | 0.3 | 4 | 4.5 | -1 | -3.2 | 6 | -0.1 | 5 | -1.0 | 0.6 | -1.9
CC(C)CNC(=O)c1noc2c1CCCC2 | -1.0 | -8 | 0.5 | -5 | 1.7 | 11 | 0.8 | -2 | -0.7 | 0.3 | -0.5
On1c(-c2ccccc2)nc2ccc(Cl)cc21 | 3.3 | -19 | 2.2 | -9 | 12* | 3 | 2.8 | 2 | -0.5 | 1.2 | 2.3
CN(C)S(=O)(=O)c1cccc(COC(=O)C2=COCCO2)c1 | -0.6 | -9 | 1.6 | -7 | 0.7 | -3 | -0.4 | -6 | -1.2 | -0.2 | -0.6
CC(C)CNC(=O)CSc1nc(-c2cccs2)cc(C(F)(F)F)n1 | 0.3 | -7 | -1.4 | -3 | 0.9 | -3 | 0.1 | -2 | -0.7 | 1.3 | -0.4
N#CCC(=O)Nc1ccc(C(=O)OCC(=O)NNC(=O)c2ccc(Cl)cc2)cc1 | -0.5 | 5 | -1.1 | -5 | 0.1 | 3 | -1.3 | 0 | -1.0 | 0.6 | -9.8
CC1(C(=O)Nc2ccc3c(c2)OCCO3)CCC(=O)N1CCOc1ccccc1 (centres undefined) | -2.3 | -17 | · | -5 | -0.8 | -3 | -0.1 | 0 | -0.7 | · | -0.4
COc1ccc(C2=NOC(C(=O)NCc3ccco3)C2)cc1OC (centres undefined) | -1.9 | 6 | -2.5 | -1 | 1.0 | 2 | -2.0 | 3 | -1.9 | -2.6 | -2.9
Cc1cc(C)cc(NC(=O)CCn2ccnc2C)c1 | -0.8 | 2 | 0.1 | -1 | 0.9 | 2 | -0.1 | 0 | -1.3 | -0.3 | -0.5
COc1ccc(S(=O)(=O)N2CCCC(C(=O)NCCc3ccccc3)C2)cc1 (centres undefined) | -3.6 | -10 | -1.8 | 0 | -1.6 | 6 | -0.4 | -1 | -1.3 | 0.0 | 0.1
CCCCN(C(=O)CSc1nnc2ccccn12)c1c(N)n(Cc2ccccc2)c(=O)[nH]c1=O | -0.2 | 5 | 0.6 | -1 | -2.5 | 1 | -0.1 | 2 | -0.9 | 1.1 | -2.2
O=C(CSCc1cnn(-c2ccccc2)c1-n1cccc1)NCc1ccc2c(c1)OCO2 | -0.9 | 5 | 0.2 | -1 | -0.5 | -1 | -0.4 | 0 | -0.3 | -0.7 | -0.2
Cc1nc(NCC2CCCO2)[nH]c(=O)c1CCC(C)C (centres undefined) | -0.8 | 9 | -0.1 | -3 | -1.4 | 0 | -0.1 | -3 | -0.9 | -0.1 | 0.3
COc1ccc(C(=O)N/N=C/c2sc(=O)n(Cc3cccc(C(=O)O)c3)c2Cl)cc1 | -0.8 | -12 | 0.1 | -6 | 2.6 | -2 | -0.8 | -1 | -1.8 | 1.3 | -2.9
Cc1oc(-c2ccccc2F)nc1CN1CCC(C(=O)NCCC2=CCCCC2)CC1 | -2.8 | 1 | 1.2 | 0 | -3.2 | -2 | -1.0 | -2 | -1.8 | -0.8 | 0.6
Cc1noc(C)c1COc1ccc(C(=O)N2CCN(S(=O)(=O)c3ccc(Cl)cc3)CC2)cc1 | -0.1 | -6 | -1.3 | 1 | 0.0 | -3 | 0.6 | 4 | -1.2 | -1.4 | -2.6
CC(C)CCN1C(=O)CSCC1(C)C(=O)Nc1ccc2c(c1)OCCO2 (centres undefined) | -1.2 | -18 | · | -2 | 2.0 | -4 | 1.4 | -3 | -1.0 | · | 1.6
Cc1cc(NC(=O)Nc2ccc(F)cc2F)n(C)n1 | -0.1 | 4 | 0.2 | -1 | 2.9 | 6 | -0.2 | 0 | -1.2 | -0.3 | 0.1
Cc1ccc(N2CCN(C(=O)C3CCC(=O)N(Cc4ccc(Cl)cc4)C3)CC2)c(C)c1 (centres undefined) | -1.7 | 2 | 0.1 | 8.8* | -3.1 | -3 | -2.4 | -4 | -1.4 | -0.4 | 3.4
Cc1ccc(S(=O)(=O)NCC(c2ccc3c(c2)OCO3)N2CCOCC2)cc1 (centres undefined) | -0.7 | -4 | -2.3 | -2 | 0.6 | -3 | 0.1 | -2 | -1.2 | -0.2 | 0.8
OC(CN1CCN(c2cccc(Cl)c2)CC1)c1ccccc1 (centres undefined) | 0.4 | 8 | 1.7 | -5 | -1.8 | 7 | -0.1 | -3 | -0.9 | -0.5 | -2.0
O=C(CCCN1C(=O)/C(=C/c2cccs2)SC1=S)Nc1cccc(C(=O)O)c1 | 1.0 | 2 | 0.5 | -4 | 0.0 | 1 | 0.4 | 2 | -1.2 | 0.3 | -1.4
CN1C(=O)NC(c2ccccc2)C2=C1CN(c1cccc(C(F)(F)F)c1)C2=O (centres undefined) | -0.1 | -11 | 5.3 | -4 | -1.9 | -1 | -0.4 | -1 | -1.2 | 1.9 | -0.2
CCCCCc1ccc(C2=NNC(=O)CC2)cc1 | -0.2 | 4 | 2.1 | -1 | 4.0 | 4 | 0.7 | 1 | -0.6 | 0.9 | -0.1
C=CCNC(=O)c1cccc(NS(=O)(=O)c2ccc(Cl)cc2)c1 | 1.4 | -13 | -2.2 | -7 | -4.5 | 1 | -0.7 | -1 | -2.0 | 2.5 | 2.0
CCOc1cccc2c1OC1(C)CC2NC(=O)N1c1ccc(OC)cc1 (centres undefined) | -1.8 | 0 | -1.7 | -1 | -0.2 | -2 | -0.3 | 1 | -1.1 | -0.1 | -1.5
CCOC(=O)c1ccc(N2C(=O)CC(NC3CCN(C(=O)c4ccc(F)cc4)CC3)C2=O)cc1 (centres undefined) | -0.1 | -3 | -3.4 | -4 | 1.7 | 3 | -0.4 | -1 | -0.7 | 0.4 | 0.4
CC(=O)c1sc(NC(=O)C2COc3ccccc3O2)nc1C (centres undefined) | 0.1 | 2 | -2.4 | 1 | 3.9 | 9 | 2.8 | 2 | -0.3 | -1.9 | 6.2
CC(C)(C)C(=O)OC/C(N)=N/OC(=O)c1ccccc1 | -1.0 | 2 | -2.1 | -1 | 0.4 | 4 | -0.1 | -3 | -0.7 | 0.2 | -3.0
O=S(=O)(c1ccc(C(F)(F)F)cc1)N1CCCc2nc(-c3ccccc3)ccc21 | 0.7 | -3 | · | 0 | 1.4 | -1 | -0.8 | -1 | 0.3 | · | 0.0
